NS5 inhibitors = Dengue-2 NS5 methyltransferase inhibitors, primary screen, biochemical, confirmation dose response (AID 588689). inhibition, % at 25 µM; hits with a dose series show IC50 in µM. 0.3% of 340,000 active. Dengue-2 NS5 methyltransferase capping enzyme assay, biochemical; higher % means a stronger effect; in the data active means a potency from the dose series
Rac1 GTP hydrolysis = MgcRacGAP GTPase-activating activity inhibitors, confirmation, biochemical, ADP Hunter fluorescence | one-dose inhibition, % at 30 µM; IC50 in µM for titrated hits | AID 624330 | 0.6% of 340,000 active | MgcRacGAP-stimulated Rac1 GTP hydrolysis, ADP Hunter fluorescence; higher % means a stronger effect; GST-tagged Rac1 F28L mutant substrate;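 active means first-screen hits whose inhibition reached a set limit at any dose in the follow-up dose series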;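 further: fluorescence reports GDP produced by GAP-driven GTP hydrolysis; strong numbers were not always called active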
* = called active by the depositor. Not all compounds are listed; count on the stated rates, not on these rows.

Rac1 GTP hydrolysis | NS5 inhibitors | Molecule
1% | -2% | O=C(COC(=O)CSc1ccccc1)NC1CCS(=O)(=O)C1 (stereo not given)
13% | -6% | S=C(NCCCN1CCOCC1)NN=C1c2ccccc2-c2ccccc21
4% | 0% | COc1ccc([C@H]2C[C@@H](n3cc(COC(=O)c4ccccc4)nn3)[C@H](O)CN2CC2CCCCC2)cc1
10% | 8% | Cc1ccc(NC(=O)CSC(C)C(=O)OCc2cc(=O)oc3cc(O)ccc23)cc1 (stereo not given)
11% | -1% | C[C@@H]1CN([C@H](C)CO)S(=O)(=O)c2ccc(C#Cc3ccccc3)cc2O[C@@H]1CN(C)C(=O)CN(C)C
10% | -5% | C[C@H](CO)N1C[C@H](C)[C@@H](CN(C)C(=O)C2CCCCC2)OCc2cn(nn2)CCCC1=O
5% | 2% | O=C1NC(=O)C(=C2CCOC2=O)N1
10% | -4% | C[C@H]1CN([C@@H](C)CO)C(=O)CCCn2nncc2CO[C@H]1CN(C)S(=O)(=O)c1ccc(Oc2ccccc2)cc1
12% | -1% | CN(CC(=O)NC(=O)NC1CCCCC1)CC(=O)Nc1ccccc1C(F)(F)F
-2% | -1% | CC(=O)OCCn1c([N+](=O)[O-])cnc1C=[N+]([O-])C1CCCCC1
8% | 1% | COCCn1c(SCC(=O)N2CCCC2)nc2c(c1=O)SCC2
3% | 0% | CCN1C(=O)[C@H]2[C@@H](c3ccc(OC)cc3)N[C@]3(CCCN(Cc4ccc(Br)cc4)C3=O)[C@H]2C1=O

Shown with two lines to a compound: entries from further up.
Under each structure: Rac1 GTP hydrolysis	NS5 inhibitors
> C[C@H](CO)N1C[C@H](C)[C@@H](CN(C)C(=O)C2CCCCC2)OCc2cn(nn2)CCCC1=O
  10%	-5%
> O=C1NC(=O)C(=C2CCOC2=O)N1
  5%	2%
> C[C@H]1CN([C@@H](C)CO)C(=O)CCCn2nncc2CO[C@H]1CN(C)S(=O)(=O)c1ccc(Oc2ccccc2)cc1
  10%	-4%
> CN(CC(=O)NC(=O)NC1CCCCC1)CC(=O)Nc1ccccc1C(F)(F)F
  12%	-1%

Other results
Rac1 GTP hydrolysis | NS5 inhibitors | Molecule
-11% | -3% | Nc1ccc2c(c1)C1(CCC2)NC(=O)NC1=O (stereo not given)
11% | -2% | C[C@H](CO)N1C[C@H](C)[C@H](CN(C)S(=O)(=O)c2ccc(F)cc2)OCc2cnnn2CCCC1=O
8% | 2% | CC1(C)N=C(N)N=C(N)N1c1ccc(OCC(=O)Nc2ccccc2)c(Cl)c1
5% | -1% | N#CC(=C1NC(=O)c2ccccc21)c1nc2ccccc2n1CCO
13% | -2% | COc1ccc(NC(=O)N(C)[C@H]2C[C@H]3c4[nH]c5ccc(-c6ccc(OC)cc6)cc5c4CCN3C[C@H]2[C@H](C)O)cc1
12% | -4% | CN1OC[C@@H]2CN(C(=O)c3ccc(-c4ccccc4)cc3)[C@H](c3ccc(-c4cccc(F)c4)cc3)C[C@@H]21
19% | -2% | CC(=O)Nc1ccc(CN2CCC(N3CCC(C(=O)NC4CC4)CC3)CC2)cc1
2% | -7% | Cc1ccc(NC(=O)CN2CCN(S(=O)(=O)c3ccc4c(c3)OCCO4)CC2)c(C)c1
9% | -4% | COc1ccc(NC(=O)N(C)C[C@H]2OCCCC[C@H](C)Oc3ccc(NC(=O)Nc4ccc5c(c4)OCO5)cc3C(=O)N([C@@H](C)CO)C[C@@H]2C)cc1
5% | 2% | CC1(C)CN(Cc2ccccc2)C(=O)[C@H]1CC(=O)Nc1ccc(Br)cc1
8% | -3% | Cc1ccc([C@H]2C[C@@H](O)[C@H](n3cc(COC(=O)c4ccccc4)nn3)CN2CC2CCCCC2)cc1
5% | -9% | CCOC(=O)C1=NN2C(O)C3(C)CC(C(=O)OCC)=NN3C(O)C2(C)C1 (stereo not given)

4 records drawn at random from those above:
Rac1 GTP hydrolysis | NS5 inhibitors | Molecule
5% | 2% | CC1(C)CN(Cc2ccccc2)C(=O)[C@H]1CC(=O)Nc1ccc(Br)cc1
8% | -3% | Cc1ccc([C@H]2C[C@@H](O)[C@H](n3cc(COC(=O)c4ccccc4)nn3)CN2CC2CCCCC2)cc1
8% | 1% | COCCn1c(SCC(=O)N2CCCC2)nc2c(c1=O)SCC2
-11% | -3% | Nc1ccc2c(c1)C1(CCC2)NC(=O)NC1=O (stereo not given)

(cont.)
Rac1 GTP hydrolysis | NS5 inhibitors | Molecule
14% | -7% | CCCCNC(=O)CN1C(=O)CSc2ccc(S(=O)(=O)N3CCOCC3)cc21
9% | -7% | COc1cc2c(cc1[N+](=O)[O-])-c1ccc([N+](=O)[O-])cc1C2=NO
9% | -3% | CCc1noc(C)c1C(=O)N(CC)CC(=O)NCc1ccc(F)cc1
17% | -2% | C[C@@H]1CN([C@H](C)CO)C(=O)CCCn2cc(nn2)CO[C@H]1CN(C)C(=O)Nc1ccccc1F
4% | 6% | O=C(Nc1ccc([N+](=O)[O-])cc1)C(c1ccccc1)c1ccccc1
-19% | -8% | C[C@@H]1CN([C@H](C)CO)S(=O)(=O)c2ccc(-c3ccc(C#N)cc3)cc2O[C@H]1CN(C)C(=O)Nc1cc(F)ccc1F
-8% | -9% | CCN1C(=O)[C@H]2[C@@H](c3ccc(C)cc3)N[C@]3(CCCN(Cc4cccn4C)C3=O)[C@H]2C1=O
-1% | 2% | O=C1c2ccccc2CCC12OC2c1ccncc1 (stereo not given)
20% | 0% | O=S(=O)(NC1CCN(Cc2ccccc2)CC1)c1ccc(F)c(F)c1
4% | -7% | CC1(C2CC(=O)c3c(O)ccc(O)c3C2)OCCO1 (stereo not given)
12% | -35% | Cc1ccc(S(=O)(=O)N2C[C@H]3n4c(=O)ccc(=O)n4C[C@H](OC(=O)NCC4CCCCC4)[C@@]3(O)C2)cc1
8% | 5% | CCOC(=O)c1c(C)oc(=O)c(CC)c1O

Carrying on:
Rac1 GTP hydrolysis | NS5 inhibitors | Molecule
11% | -11% | C[C@H](CO)N1C[C@H](C)[C@@H](CN(C)Cc2ccc(C(=O)O)cc2)OCc2cnnn2CCCC1=O
12% | 0% | CC1=C(C(=O)N2CCOCC2)CC(CC(=O)NC2CCCC2)C(=O)N1CCCN1CCCC1=O (stereo not given)
15% | -2% | C[C@H](O)[C@@H]1C(=O)N2CCc3ccc(N4CCN(C)CC4)cc3[C@@H]2C[C@@H]1N(C)C(=O)c1ccco1
4% | 4% | COc1ccccc1NC(=O)Cc1nc(=O)[nH]c(=O)[nH]1
9% | 3% | O=C(NCCOc1ccc(F)cc1)C1CCC(=O)N(Cc2ccc(Cl)cc2)C1 (stereo not given)
10% | 4% | Cc1ccccc1C(=O)OCC(=O)N1CC(=O)Nc2ccccc21
5% | -3% | CC(=O)c1ccc(S(=O)(=O)N2CCN(c3ccnc4cc(Cl)ccc34)CC2)cc1
10% | 1% | Cc1ccc(Cc2c(-c3ccc(C)cc3)nc3c4ccccc4ccn23)cc1
15% | 8% | Cc1ccc2c(=O)n3c(nc2c1)C(CC(C)C)NC(=O)c1cccnc1-3 (stereo not given)
12% | -5% | CC1C(c2ccccc2)=Nn2c(=O)n(-c3ccccc3)c(=O)n21 (stereo not given)
6% | -2% | CCC1NC(=O)c2cc3ccccc3cc2-n2c1nc1cc(OC)c(OC)cc1c2=O (stereo not given)
15% | 1% | CC(C)CC1C(=O)N(Cc2cn(CCC3OCCCO3)nn2)CCS(=O)(=O)N1Cc1ccc(-c2cccc(CO)c2)cc1 (stereo not given)

Remaining list, next part.
Rac1 GTP hydrolysis | NS5 inhibitors | Molecule
2% | 0% | COc1cccc(N2CCN(C(=O)C3CCN(C(=O)Nc4ccccc4)CC3)CC2)c1
13% | 2% | COc1ccc(C(=O)NCCCNc2nc3cc(C)cc(C)c3cc2C#N)cc1
16% | -1% | O=S(=O)(c1cccs1)N1CCCCC1
7% | -9% | COC(=O)[C@H]1C[C@@]2(O)CN(S(=O)(=O)c3ccc(C)cc3)C[C@@]2(OC(=O)Nc2c(C)noc2C)C[C@H]1C(=O)OC
13% | -6% | CC1=C(C(=O)N2CCOCC2)CC(CC(=O)NCc2cccc3ccccc23)C(=O)N1Cc1ccccc1 (stereo not given)
27% | 15% | CCOc1ccc(NC(=O)CN(C)C(=O)c2cc3c(s2)CCC3)cc1OCC
17% | 1% | O=C(OCc1cn([C@H]2C[C@H](c3ccccc3)N(CC3CCCCC3)C[C@@H]2O)nn1)c1ccccc1
10% | -1% | CC1(C)CC2(C)CC(=O)C1C(C(=O)O)C2C(=O)O (stereo not given)
4% | -7% | Cc1ccc(N2CC(C(=O)OCC(=O)Nc3c(C)cccc3C)CC2=O)cc1 (stereo not given)
8% | 10% | COc1ccc(CC(=O)NCCc2ccc3c(c2)OCO3)cc1OC
7% | 0% | CCc1nc(NCC2CC2)c2nnn(Cc3ccccc3)c2n1
1% | 11% | COc1ccc(C(=O)O)cc1S(=O)(=O)Nc1cc(C(F)(F)F)ccc1N1CCCCC1

(cont.)
Rac1 GTP hydrolysis | NS5 inhibitors | Molecule
5% | 3% | CCCCn1c(N)c(N(CCOC)C(=O)CCS(=O)(=O)c2ccc(C)cc2)c(=O)[nH]c1=O
8% | 1% | COc1ccc(C(=O)N2CCOC2CNC(=O)C(=O)NCc2ccccn2)cc1 (stereo not given)
2% | -5% | CCOc1ccccc1NC(=O)CCNC(=O)N1CC(=O)Nc2ccccc21
90µM* | 13% | COc1ccccc1N=NNc1ccccc1OC
13% | 2% | COCC#Cc1ccc2c(c1)O[C@@H](CN(C)C(=O)Nc1ccc(OC)cc1)[C@H](C)CN([C@H](C)CO)S2(=O)=O
16% | -3% | C[C@H](CO)N1C[C@H](C)[C@H](CN(C)S(=O)(=O)c2ccccc2C#N)OCc2cnnn2CCCC1=O
52µM* | -1% | S=c1[nH]cc2cnccn12
13% | 1% | C=CCC1(CC=C)CCCN1C(=O)C1CCC(=O)N(Cc2ccc(Cl)cc2)C1 (stereo not given)
16% | -4% | Cc1ccc(C(=O)OCC(=O)NC2CCCCCCC2)cc1C
5% | 1% | Nc1ccn([C@@H]2O[C@H](CNCc3cccc4c3sc3ccccc34)[C@@H](O)[C@H]2O)c(=O)n1
2% | 4% | N#CC(C(O)c1ccccc1)N1CCOCC1 (stereo not given)
15% | -1% | O=C1NC(Cc2ccc(O)cc2)c2nc3cc(Cl)ccc3c(=O)n2-c2ncccc21 (stereo not given)

Following part:
Rac1 GTP hydrolysis | NS5 inhibitors | Molecule
14% | 0% | C[C@@H]1CN([C@@H](C)CO)C(=O)c2cc(NS(C)(=O)=O)ccc2O[C@@H](C)CCCCO[C@H]1CN(C)Cc1ccc2c(c1)OCO2
-13% | 7% | Cc1ccc(NC(=S)NNC(=S)NNc2ccccc2)cc1C
11% | 3% | COc1ccc(C(=O)Nc2nc(C)cs2)cc1S(=O)(=O)N1CCOCC1
-2% | -1% | CCCCCC(=O)N1C[C@@H](O)[C@H](n2cc(-c3ccc(F)cc3)nn2)C[C@@H]1c1ccc(OC)cc1
-8% | -5% | O[C@H]1CN(Cc2cccs2)[C@@H](c2ccccc2)C[C@@H]1n1cc(C2CC2)nn1
13% | 3% | O=C(CCC1CCCN(C(=O)c2cc(F)ccc2F)C1)N1CCN(c2ccccn2)CC1 (stereo not given)
3% | 6% | COc1ccc(C(=O)NC2=NCCS2)cc1S(=O)(=O)N1CCOCC1
7% | 2% | O=C(Cc1cccc([N+](=O)[O-])c1)Nc1ccccc1
14% | -3% | OCC[C@@H]1C[C@H](O)[C@@H](O)[C@@]2(OCc3cc(C(F)(F)F)ccc32)O1
10% | 4% | CN1CCN(C(=O)C(=O)c2cn(CC(=O)N3CCCCCC3)c3ccccc23)CC1
4% | 3% | c1ccc(CNc2cccnc2)cc1
6% | 1% | Cc1ccc(S(=O)(=O)CCC(=O)OCCOc2ccc(Br)cc2)cc1

(next part)
Rac1 GTP hydrolysis | NS5 inhibitors | Molecule
-11% | -3% | COc1ccc([C@H]2C[C@H](O)[C@@H](n3cc(C4CC4)nn3)CN2CC2CCCCC2)cc1
12% | 4% | CCc1cc(-c2nnn(CCC3COCCO3)c2CC)ccc1-c1cn(Cc2ccc3ccccc3c2)nn1 (stereo not given)
6% | -1% | CCOC(=O)CSc1nc2nc(Cl)c(Cl)nc2[nH]1
11% | 3% | C[C@H]1COC[C@@H](C/C=C/c2ccccc2)N1c1ccccc1
6% | -5% | O=C(COC(=O)Cc1ccc(Cl)cc1Cl)NCc1ccco1
14% | -6% | Nc1ccn([C@@H]2O[C@H](CN=C3NS(=O)(=O)c4ccccc43)[C@@H](O)[C@H]2O)c(=O)n1
5% | -6% | COc1ccccc1C(=O)NCCC(=O)NCCOc1ccc(C)cc1
10% | -1% | CCN(CC(=O)Nc1c(F)cccc1F)C(=O)c1ccc2c(c1)C(=O)N(c1ccccc1C)C2=O
5% | 0% | COc1cc(C(=O)NC(=S)Nc2ccc3ccccc3c2)cc(OC)c1OC
4% | -6% | COc1ccc(OC)c(N(CCN2C(=O)c3ccccc3C2=O)C(=O)CCl)c1
14% | 15% | CCn1c2ccccc2nc2cc3c(cc21)c(Cl)c(=O)c1ccccc13
11% | -2% | C[C@H](O)[C@@H]1CN2CCc3c([nH]c4ccccc34)[C@@H]2C[C@@H]1N(C)C(=O)Nc1ccc(F)cc1

(further entries)
Rac1 GTP hydrolysis | NS5 inhibitors | Molecule
20% | -3% | O=C(CSc1ccc2nnc(-c3cccnc3)n2n1)Nc1ccccc1F
15% | -7% | Cc1cn([C@H]2C[C@H](O)[C@@H](CNCc3ccc4ncccc4c3)O2)c(=O)[nH]c1=O
8% | -5% | CC(=O)c1ccc2c3c(ccc([N+](=O)[O-])c13)CC2
7% | -1% | COc1ccc(CCN2CC(C(=O)NCc3cn(C)nc3C)CCC2=O)cc1 (stereo not given)
10% | -2% | Cc1ccc(C(=O)CCC(=O)N2CCN(C/C=C/c3ccccc3)CC2)cc1
2% | 6% | COc1ccc(OC)c(C=NNC(=O)NN=Cc2cc(OC)ccc2OC)c1
14% | -6% | O=S1(=O)N[C@@H](Cc2ccccc2)COc2ccc(Cl)cc21

Screening data as filed in PubChem.
